C diff HTS: C. difficile growth inhibitors, primary screen, HTS; AID 1259249, 2017; growth activity, negative = inhibition, % at 16 µg/mL (by protocol); Clostridium difficile clinical isolate growth, OD600, 24 h; hits give low values; actives 0.25% (n = 86,000);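 active means mean growth activity at or below -80% and every replicate also at or below -80%; inconclusive means mean at or below -80% but some replicate above -80%; inactive means mean growth activity above -80%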;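 further: 0% = DMSO wells and -100% = levofloxacin 16 µg/mL wells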
GASC1 inh: inhibitors of GASC-1 (KDM4C) histone demethylase, primary screen, biochemical, single concentration HTS; AID 720574, 2013; Lysine-specific demethylase 4C (Homo sapiens), Q9H3R0; GST-KDM4C 2-372, H3K9me3 peptide, LANCE TR-FRET; inhibition, % at 12.5 µM; actives 0.15% (n = 96,000);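 active means mean replicate inhibition above about 25%, with at least 55% of replicates also reaching it, limit read from the data, passing the limit was not always enough; inconclusive means only one of those two conditions met; inactive means neither condition met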
Target sequence (Q9H3R0 2-372 limits assumed): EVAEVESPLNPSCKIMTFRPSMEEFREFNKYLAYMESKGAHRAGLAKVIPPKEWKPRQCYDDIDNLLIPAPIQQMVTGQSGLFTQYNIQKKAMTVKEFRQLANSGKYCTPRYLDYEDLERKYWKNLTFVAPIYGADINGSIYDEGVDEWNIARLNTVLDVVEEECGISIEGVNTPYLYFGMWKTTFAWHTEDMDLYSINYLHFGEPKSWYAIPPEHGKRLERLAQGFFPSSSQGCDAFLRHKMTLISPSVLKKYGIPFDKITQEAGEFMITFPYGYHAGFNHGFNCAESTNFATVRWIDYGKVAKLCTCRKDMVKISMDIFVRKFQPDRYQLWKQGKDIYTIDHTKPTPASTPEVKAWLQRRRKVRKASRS
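material = GST-tagged GASC-1 (JMJD2C) catalytic fragment, aa 2-372 | amount = enzyme final amount 10 nM | medium = HEPES buffer, pH 7.5, plus ascorbate | also added = H3K9me3 peptide substrate, Fe(II), 2-oxoglutarate | dosing = single dose | times = 30 min demethylation and 1 h detection at room temperature | detection = LANCE TR-FRET | read-out basis = Fall in 671/618 emission ratio as inhibition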
T cruzi growth: T. cruzi intracellular proliferation inhibitors, primary screen, cell-based, beta-gal Tulahuen parasites, NIH3T3 host, luminescence; T. cruzi beta-gal in NIH3T3, GalScreen luminescence, 90 h; inhibition, % at 8.34 µM; actives 5.9% (n = 77,000);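 active means mean inhibition above about 93%, with at least 55% of replicates each passing it, limit read from the data, passing the limit was not always enough; inconclusive means only one of those two conditions holds; inactive means neither condition holds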
Pf Dd2 inh: P. falciparum Dd2 growth inhibitors, primary screen, SYBR Green fluorescence, single dose replicates | 72 h; hits give low values | activity change, % at 10 µM | actives 2.3% (n = 94,000) | AID 1159554, 2015; in the data active means activity change below about -80%; inconclusive means no clear call, values can overlap the other calls
Starred values were filed as active, the others as inactive; ? = inconclusive; nt = no result given; & = joins results of further samples; ! = a repeat was not active. These rows are one share of the data, so the mix of outcomes need not match the whole.

SMILES	C diff HTS	GASC1 inh	T cruzi growth	Pf Dd2 inh
O=C(Cc1ccccc1)N1CCCCN2[C@H](C1)[C@H](c1ccc(C#Cc3ccccc3)cc1)[C@@H]2CO	5	-1.0	131*	-8
COC(=O)[C@@H]1[C@@H](CO)[C@@H]2Cn3c(ccc(-c4cccc(C(=O)N(C)C)c4)c3=O)[C@H]1N2CC1CC1	-1	0.3	nt	41
C[C@@H]1CN([C@H](C)CO)C(=O)CCCn2cc(nn2)CO[C@H]1CN(C)C(=O)Oc1cccc2ccccc12	3&-2	0.2	22&19	-11&-14
CC=Cc1ccc2n(c1=O)C[C@@H]1[C@@H](CO)[C@H](C(=O)N(C)C)[C@H]2N1C (mixture of isomers)	-1	0.0	12	nt
C[C@H](CO)N1C[C@H](C)[C@@H](CN(C)C(=O)Oc2ccc3ccccc3c2)OCc2cnnn2CCCC1=O	2	-0.4	1&8	5&-18
CCCC#Cc1ccc([C@H]2[C@@H](CO)N3CCCCN(C(=O)Cc4ccccn4)C[C@H]23)cc1	-11	-0.4	50	-17
COC(=O)C[C@H]1CC[C@@H]2NC[C@@H](O)COC[C@H]2O1	-1&-1	-0.1	71	-2
O=C(Cc1ccccc1)N1CCCCN2[C@@H](CO)[C@@H](c3ccc(C#Cc4ccccc4)cc3)[C@@H]2C1	-2	-1.8	106*	-55
COC(=O)C[C@H]1CC[C@@H]2NC[C@H](O)COC[C@H]2O1	5&-7	-0.7	105*	-8
COC(=O)[C@@H]1[C@@H](CO)[C@@H]2Cn3c(cccc3=O)[C@H]1N2C(=O)C1CC1	-7	1.1	4	nt
OC[C@@H]1[C@H]2c3ccccc3NC[C@H]2N1Cc1cccnc1	4	-1.0	78	-51
COc1ccc(-c2ccc([C@H]3[C@H](CO)N4CCCCN(C(=O)Cc5ccncc5)C[C@@H]34)cc2)cc1	-6	0.2	102*	-5

Three entries out of the list, sorted by heavy-atom count, smallest number first:
SMILES	C diff HTS	GASC1 inh	T cruzi growth	Pf Dd2 inh
COC(=O)C[C@H]1CC[C@@H]2NC[C@H](O)COC[C@H]2O1	5&-7	-0.7	105*	-8
COC(=O)[C@@H]1[C@@H](CO)[C@@H]2Cn3c(ccc(-c4cccc(C(=O)N(C)C)c4)c3=O)[C@H]1N2CC1CC1	-1	0.3	nt	41
C[C@H](CO)N1C[C@H](C)[C@@H](CN(C)C(=O)Oc2ccc3ccccc3c2)OCc2cnnn2CCCC1=O	2	-0.4	1&8	5&-18

Reformatted with two lines to a compound: part of the list above
Order of results: C diff HTS, GASC1 inh, T cruzi growth, Pf Dd2 inh
- O=C(Cc1ccccc1)N1CCCCN2[C@H](C1)[C@H](c1ccc(C#Cc3ccccc3)cc1)[C@@H]2CO
 : 5, -1.0, 131*, -8
- COC(=O)[C@@H]1[C@@H](CO)[C@@H]2Cn3c(ccc(-c4cccc(C(=O)N(C)C)c4)c3=O)[C@H]1N2CC1CC1
 : -1, 0.3, nt, 41

(further entries)
SMILES	C diff HTS	GASC1 inh	T cruzi growth	Pf Dd2 inh
CC=Cc1ccc2n(c1=O)C[C@@H]1[C@@H](CO)[C@H](C(=O)OC)[C@H]2N1CC1CC1 (mixture of isomers)	-5	2.5	4	3
N#Cc1cccc(-c2ccc([C@H]3[C@@H](CO)N4CCCCN(C(=O)Cc5cccnc5)C[C@@H]34)cc2)c1	-2	-0.5	61	14
CC=Cc1ccc2n(c1=O)C[C@H]1[C@H](CO)[C@@H](C(=O)OC)[C@@H]2N1C(=O)CC (mixture of isomers)	-1	-0.2	30	nt
COC(=O)[C@H]1[C@H](CO)[C@H]2Cn3c(ccc(C4=CCCCC4)c3=O)[C@@H]1N2Cc1ccccc1OC	-4	-0.5	nt	-1
N#Cc1cccc(-c2ccc([C@H]3[C@@H](CO)N4CCCCN(C(=O)Cc5ccccc5)C[C@@H]34)cc2)c1	0	0.1	110*	30
O=C(O)[C@@H]1[C@@H](CO)[C@@H]2Cn3c(ccc(-c4ccccc4F)c3=O)[C@H]1N2C(=O)c1cccnc1	4	-0.5	-8	nt
O=C(Cc1ccccn1)N1CCCCN2[C@H](CO)[C@H](c3ccc(-c4ccccc4F)cc3)[C@@H]2C1	20	0.9	97*	18
O=C(Cc1ccncc1)N1CCCCN2[C@@H](CO)[C@@H](c3ccc(C#CC4(O)CCCC4)cc3)[C@@H]2C1	2	-0.1	110*	-10
O=C(O)[C@H]1[C@H](CO)[C@H]2Cn3c(ccc(-c4cccnc4)c3=O)[C@@H]1N2S(=O)(=O)c1ccccc1F	3	-0.5	31	-14
COc1cccc(-c2ccc([C@H]3[C@@H](CO)N4CCCCN(C(=O)Cc5ccncc5)C[C@@H]34)cc2)c1	-4	0.0	111*	-51
C[C@@H]1CN([C@@H](C)CO)C(=O)CCCn2cc(nn2)CO[C@H]1CN(C)C(=O)Oc1ccc2ccccc2c1	0	nt	-21	-43
COC(=O)[C@@H]1[C@@H](CO)[C@@H]2Cn3c(ccc(-c4ccccc4OC)c3=O)[C@H]1N2Cc1ccccc1	-5	-1.3	-57	nt

One compound at a time (already shown):
O=C(Cc1ccncc1)N1CCCCN2[C@@H](CO)[C@@H](c3ccc(C#CC4(O)CCCC4)cc3)[C@@H]2C1 across the screens: C diff HTS = 2; GASC1 inh = -0.1; T cruzi growth = 110*; Pf Dd2 inh = -10
COC(=O)[C@@H]1[C@@H](CO)[C@@H]2Cn3c(ccc(-c4ccccc4OC)c3=O)[C@H]1N2Cc1ccccc1 across the screens: C diff HTS = -5; GASC1 inh = -1.3; T cruzi growth = -57; Pf Dd2 inh = nt

Carrying on.
SMILES	C diff HTS	GASC1 inh	T cruzi growth	Pf Dd2 inh
COC(=O)[C@H]1[C@H](CO)[C@H]2Cn3c(ccc(-c4ccccc4F)c3=O)[C@@H]1N2Cc1ccccc1	1	-0.3	18	0
COC(=O)[C@@H]1[C@@H](CO)[C@@H]2Cn3c(ccc(-c4cccc(C(=O)N(C)C)c4)c3=O)[C@H]1N2C(=O)NC(C)C	-2	2.2	-20	11
O=C(O)[C@H]1[C@H](CO)[C@H]2Cn3c(ccc(-c4ccncc4)c3=O)[C@@H]1N2C(=O)C1CCCC1	1	-1.3	nt	24
COC(=O)[C@H]1[C@H](CO)[C@H]2Cn3c(ccc(-c4cccnc4)c3=O)[C@@H]1N2S(=O)(=O)c1ccccc1C	nt	-1.8	38	nt
COC(=O)[C@H]1[C@H](CO)[C@H]2Cn3c(ccc(C4=CCCCC4)c3=O)[C@@H]1N2C(=O)CC1CC1	-6	1.8	7	5
C/C=C/c1ccc(C2[C@@H]3CN(Cc4cccnc4)C[C@H]2N3)cc1 (stereo not given in full)	0&1	0.5&0.1	nt	-84*!
COC(=O)[C@@H]1[C@@H](CO)[C@@H]2Cn3c(ccc(-c4ccncc4)c3=O)[C@H]1N2CCc1ccccc1	0	-1.5	8	nt
O=C(Cc1ccncc1)N1CCCCN2[C@H](CO)[C@@H](c3ccc(C#CC4(O)CCCC4)cc3)[C@H]2C1	-7	-0.8	63	22
C[C@@H]1CN([C@@H](C)CO)C(=O)CCCn2nncc2CO[C@H]1CN(C)C(=O)Oc1ccccc1	-2	0.3	2&-7	12&3
O=C(Cc1ccccc1)N1CCCCN2[C@H](CO)[C@@H](c3ccc(-c4ccccc4)cc3)[C@H]2C1	58	-1.4	100*	0
OC[C@H]1Nc2ccc(C#Cc3cccnc3)cc2[C@H]2NCC[C@H]21	-4	2.3	nt	-88*
O=C(Cc1cccnc1)N1CCCCN2[C@H](CO)[C@@H](c3ccc(C#CC4CCCC4)cc3)[C@H]2C1	-4	-0.5	?	-29
CC=Cc1ccc2n(c1=O)C[C@H]1[C@H](CO)[C@@H](C(=O)OC)[C@@H]2N1S(=O)(=O)c1cccc(C)c1 (mixture of isomers)	-1	-2.7	107*	nt
COc1ccc(OC(=O)N(C)C[C@H]2OCc3cnnn3CCCC(=O)N([C@H](C)CO)C[C@H]2C)cc1	nt	-2.1	18&19	-6&-7
COC(=O)[C@@H]1[C@@H](CO)[C@@H]2Cn3c(ccc(-c4ccccc4F)c3=O)[C@H]1N2C(C)=O	-5	-1.2	45	4
COCC(=O)N1[C@@H]2Cn3c(ccc(C4=CCCC4)c3=O)[C@H]1[C@@H](C(=O)OC)[C@@H]2CO	-1	0.1	-13	15
C[C@H](CO)N1C[C@H](C)[C@@H](CN(C)C(=O)Oc2cccc3ccccc23)OCc2cn(nn2)CCCC1=O	-2	-0.1	-41&-9	-6&14
COC(=O)[C@H]1[C@H](CO)[C@H]2Cn3c(ccc(-c4ccc(F)cc4)c3=O)[C@@H]1N2C(=O)c1ccccc1F	-2	-0.4	0	-8
O=C(Cc1ccccc1)N1C[C@@H]2[C@H](c3ccccc31)[C@@H](CO)N2Cc1ccccc1	11	-1.1	-18	-24
C[C@@H]1CN([C@@H](C)CO)C(=O)CCCn2nncc2CO[C@@H]1CN(C)C(=O)Oc1ccccc1	3	0.6	5&10	-6&4
O=C(Cc1ccncc1)N1CCCCN2[C@H](CO)[C@@H](c3ccc(C#Cc4ccccc4F)cc3)[C@H]2C1	-5	-0.7	58	-44
COC(=O)[C@@H]1[C@@H](CO)[C@@H]2Cn3c(ccc(/C=C/c4ccccc4)c3=O)[C@H]1N2C(=O)C1CC1	5	-2.9	-21	nt
O=C(O)[C@@H]1[C@@H](CO)[C@@H]2Cn3c(ccc(-c4cccnc4)c3=O)[C@H]1N2S(=O)(=O)c1ccccc1F	-3	1.1	17	-5
C/C=C/c1ccc([C@H]2[C@H]3CN(C(=O)Cc4ccncc4)CCCCN3[C@H]2CO)cc1	-1	-1.8	59	-30

The list goes on; it opens with the 2 that closed the last part.
SMILES	C diff HTS	GASC1 inh	T cruzi growth	Pf Dd2 inh
O=C(O)[C@@H]1[C@@H](CO)[C@@H]2Cn3c(ccc(-c4cccnc4)c3=O)[C@H]1N2S(=O)(=O)c1ccccc1F	-3	1.1	17	-5
C/C=C/c1ccc([C@H]2[C@H]3CN(C(=O)Cc4ccncc4)CCCCN3[C@H]2CO)cc1	-1	-1.8	59	-30
Cc1ccccc1-c1ccc([C@@H]2[C@H](CO)N3CCCCN(C(=O)Cc4ccccn4)C[C@@H]23)cc1	-11	-0.6	?	-9
COC(=O)[C@@H]1[C@@H](CO)[C@@H]2Cn3c(ccc(-c4cccc(F)c4)c3=O)[C@H]1N2Cc1ccccc1	-5	0.8	22	-17
O=C(O)[C@@H]1[C@@H](CO)[C@@H]2Cn3c(ccc(-c4ccccc4)c3=O)[C@H]1N2CC1CCCCC1	0	-0.8	97*	8
COC(=O)[C@@H]1[C@@H](CO)[C@@H]2Cn3c(ccc(-c4ccccc4F)c3=O)[C@H]1N2Cc1cccnc1	-3	-0.5	2	-9
Cc1cccc(S(=O)(=O)N2[C@@H]3Cn4c(ccc(-c5cccc(F)c5)c4=O)[C@H]2[C@@H](C(=O)O)[C@@H]3CO)c1	0	0.7	-14	3
O=C(Cc1ccccn1)N1CCCCN2[C@H](CO)[C@H](c3ccc(C#Cc4ccccc4)cc3)[C@H]2C1	-12	-1.1	105*	-41
C[C@H]1CN([C@@H](C)CO)C(=O)CCCn2nncc2CO[C@H]1CN(C)C(=O)Oc1ccccc1	nt	1.6	-17&32	16&-2
N#Cc1cccc(-c2ccc([C@H]3[C@H](CO)N4CCCCN(C(=O)Cc5ccccc5)C[C@@H]34)cc2)c1	3	0.3	102*	7
COc1cccc(-c2ccc([C@@H]3[C@H]4CN(C(=O)Cc5ccncc5)CCCCN4[C@H]3CO)cc2)c1	-5	5.1	114*	-10
N#Cc1ccc(-c2ccc([C@H]3[C@H](CO)N4CCCCN(C(=O)Cc5ccccc5)C[C@@H]34)cc2)cc1	3	0.5	88	7
CC=Cc1ccc2n(c1=O)C[C@H]1[C@H](CO)[C@@H](C(=O)O)[C@@H]2N1S(=O)(=O)c1ccccc1C (mixture of isomers)	6	-1.1	-10	9
O=C(Cc1ccccn1)N1CCCCN2[C@H](C1)[C@H](c1ccc(-c3ccc(F)cc3)cc1)[C@@H]2CO	2	-2.2	92	9
